ELG1 genotoxic = inducers of genotoxicity in HEK293T ELG1-luciferase cells | Potency, µM (series often up to 46 µM), inactives show at the highest dose activity change, positive = activation, actives largely listed as activators | 1.3% of 330,000 active | HEK293T ELG1-luciferase reporter, luminescence, 16 h; also: % of control where 0% means no effect; nearly all actives have a fitted effect of over 60% in size
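Reporter readout depends on ELG1 protein level, which increases with genetic stress. After 16 hr compound exposure at 37 °C, luciferase activity was quantified using ONE-Glo.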
MBNL1 CUG block = MBNL1-poly(CUG) RNA binding inhibition; TR-FRET MBNL1-His/biotin-(CUG)12 binding, 665/545 ratio; Potency, µM (titrated, usually from 57.5 µM), inactives show at the top dose activity change, negative = inhibition, most hits filed as inhibitors; 0.036% of 280,000 active; Q9NR56; AID 2675; active = well fitted inhibition curve with a large enough effect in the signal ratio, with a control signal flat, not every such curve was filed as active; inconclusive = small, poorly fitted or top-dose-only effect, or effect the other way, or a change in a side signal; inactive = no such curve, though single readings can be large or run the other way; the % refers to the signal ratio; also: % is scaled to controls: 0 for no effect and ±100 for the full control effect
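MBNL1-His + Biotin-(CUG)12, cpd titration 92 nM–58 uM; Tb anti-His Ab 0.055 ng/ul, SA-XL665 5 nM (final); 60 min RT; ratiometric 665/545 nm, Ex 340 nm; normalized to buffer and full-complex controls.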
NPC1 prom act = activates the NPC1 promoter. 2.4% of 320,000 active. Potency, µM (series often up to 9.22 µM), for the others: at the top dose activation, most hits filed as activators. Huh7 NPC1 promoter luciferase reporter, 24 h;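 also: % of control where 0% means no effect; nearly all actives have a fitted effect of over 60% in size; reporter is driven by a mutant NPC1 promoter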
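Huh7 reporter cells (NPC1 promoter driving luciferase) are dosed with compound for 24 h at 37 °C, 5% CO2; luciferase detection reagent is then added and luminescence measured after 10 min at ambient temperature.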
MLL CXXC-DNA inh = blocks binding of human MLL CXXC domain to DNA; Q03164; MLL-CXXC / FITC-HOXA9 DNA fluorescence polarization; Potency, µM (titrated, usually from 115 µM), for inactives: at the top dose activity change, negative = inhibition, actives largely listed as inhibitors; 0.037% of 290,000 active; AID 2662; active = well fitted inhibition curve with a large enough effect in the polarisation, with a control signal flat, not every such curve was filed as active; inconclusive = small, poorly fitted or top-dose-only effect, or effect the other way, or a change in a side signal; inactive = no such curve, though single readings can be large or run the other way; the % refers to the polarisation
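Steps: dispense CXXC domain solution (7 uM) → pin compounds or unlabeled HOX-A9 DNA control → 5 min ambient → add FLSN-HOX-A9 solution (50 nM) → spin → 30 min ambient → fluorescence polarization. Tris pH 7.5/NaCl/DTT/BSA buffer.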
uPA surface inh = inhibitors of cell surface uPA generation; cell surface uPA generation assay, qHTS; Potency, µM (series often up to 38.3 µM), without a hit: top-dose activity change, negative = inhibition, actives largely listed as inhibitors; 0.31% of 330,000 active; AID 540303; active = well fitted inhibition curve with a large enough effect; inconclusive = small, poorly fitted or top-dose-only effect; inactive = no such curve, though single readings can be large or run the other way; tested in mouse RAW 264.7 cells; also: % is scaled to controls: 0 for no effect and ±100 for the full control effect; nearly all actives have a fitted effect of over 55% in size
VP16 counter = inhibits Gal4-VP16 luciferase reporter, ROR gamma counter-screen | Drosophila S2 Gal4-VP16 UAS-luciferase, luminescence, 20 h | Potency, µM (doses to about 53.6 µM), for the others: at the highest dose activity, negative = inhibition, actives largely listed as inhibitors | 3.5% of 310,000 active;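 also: Gal4-VP16 expression switched on by copper sulfate through the metallothionein promoter; % is scaled to controls: 0 for no effect and ±100 for the full control effect; nearly all actives have a fitted effect of over 50% in size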
p53 reactivator = mutant p53 re-activation in reporter cells. H1299 p53-A138V BP100-luciferase reporter, luminescence, 24 h. Potency, µM (highest dose often 92.2 µM), without a hit: top-dose activity change, positive = activation, actives largely listed as activators. 0.063% of 320,000 active; also: % of control where 0% means no effect; nearly all actives have a fitted effect of over 45% in size
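H1299 (p53-null), stable ts p53-A138V + BP100-Luc; 1000 cells/well, Opti-MEM/10% FBS; cpd 4 pt, 1:5; 24 h, 37 deg C, 5% CO2; detection reagent 10 min RT; luminescence.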
FLuc counter = firefly luciferase modulation, counter-screen for miR-21 project; AID 588342; P08659; 6.9% of 360,000 active; purified FLuc, Km substrates, luminescence inhibition; Potency, µM (top dose mostly 57.5 µM), for inactives: top-dose activity change, negative = inhibition, most hits filed as inhibitors;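 also: plate controls were vehicle for no effect and reference inhibitor for full effect; nearly all actives have a fitted effect of over 55% in size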
Target sequence (P08659 whole entry, looked up): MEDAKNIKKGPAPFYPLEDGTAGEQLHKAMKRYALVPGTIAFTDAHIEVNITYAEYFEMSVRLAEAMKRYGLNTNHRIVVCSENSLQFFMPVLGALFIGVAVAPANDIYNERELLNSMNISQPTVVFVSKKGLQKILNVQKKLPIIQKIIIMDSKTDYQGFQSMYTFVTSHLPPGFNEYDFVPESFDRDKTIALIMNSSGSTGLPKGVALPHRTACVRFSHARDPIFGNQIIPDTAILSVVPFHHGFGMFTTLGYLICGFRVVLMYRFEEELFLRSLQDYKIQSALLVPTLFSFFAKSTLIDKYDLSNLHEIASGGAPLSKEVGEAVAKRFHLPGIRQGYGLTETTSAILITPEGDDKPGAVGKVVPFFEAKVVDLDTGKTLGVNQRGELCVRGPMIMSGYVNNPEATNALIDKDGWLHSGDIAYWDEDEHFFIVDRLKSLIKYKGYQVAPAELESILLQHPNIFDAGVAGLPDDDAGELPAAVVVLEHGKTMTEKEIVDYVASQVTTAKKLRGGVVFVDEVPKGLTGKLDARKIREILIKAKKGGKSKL
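Purified P. pyralis luciferase (10nM final) with 10uM D-luciferin and 10uM ATP (Km levels) in 50mM Tris acetate pH 7.5, 10mM Mg acetate, 0.01% Tween-20, 0.05% BSA; qHTS 6-point titration, ~60 µM downward; luminescence read.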
Rab9 prom act = Rab9 promoter activation. Huh7 Rab9 promoter-luciferase reporter, luminescence, 24 h. Potency, µM (titrated, usually from 9.22 µM), for inactives: at the highest dose activation, negative = inhibition, usual class: activators. 2.8% of 320,000 active. AID 485297; also: % of control where 0% means no effect; nearly all actives have a fitted effect of over 60% in size
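Using Huh7 cells stably transfected with Rab9 promoter–luciferase, compounds were incubated 24 h at 37 °C, 5% CO2; luciferase luminescence was read 10 min after reagent addition.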
BRCA1 expr act = BRCA1 expression activation. MCF7-BRCA1-FFLuc reporter, luminescence, 48 h; response scale: scaled: vehicle 0%, 10 µM genistein 100%. Potency, µM (titrated, usually from 46.1 µM), for inactives: at the top dose activation, actives largely listed as activators. 1.1% of 380,000 active. AID 624202; also: nearly all actives have a fitted effect of over 80% in size; some results filed as inactive show a strong effect at the top dose
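MCF7 cells carrying a BRCA1-firefly luciferase reporter (2000 cells/well, phenol-red free MEM) were attached for 2 h at 37 °C, then given compounds for 48 h. Luminescence was read 15 min after luciferase reagent; activity normalized to genistein (10 microM) and DMSO.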
RORgamma inh = inhibitors of mouse ROR gamma transcriptional activity; P51450; Drosophila S2 Gal4-RORgamma UAS-luciferase reporter, 20 h; Potency, µM (titrated, usually from 53.6 µM), inactives show top-dose activity change, negative = inhibition, hits mostly inhibitors; 5.4% of 310,000 active; AID 2551; also: % is scaled to controls: 0 for no effect and ±100 for the full control effect; nearly all actives have a fitted effect of over 60% in size
Target sequence (P51450 whole entry, looked up, the tested form may be a part): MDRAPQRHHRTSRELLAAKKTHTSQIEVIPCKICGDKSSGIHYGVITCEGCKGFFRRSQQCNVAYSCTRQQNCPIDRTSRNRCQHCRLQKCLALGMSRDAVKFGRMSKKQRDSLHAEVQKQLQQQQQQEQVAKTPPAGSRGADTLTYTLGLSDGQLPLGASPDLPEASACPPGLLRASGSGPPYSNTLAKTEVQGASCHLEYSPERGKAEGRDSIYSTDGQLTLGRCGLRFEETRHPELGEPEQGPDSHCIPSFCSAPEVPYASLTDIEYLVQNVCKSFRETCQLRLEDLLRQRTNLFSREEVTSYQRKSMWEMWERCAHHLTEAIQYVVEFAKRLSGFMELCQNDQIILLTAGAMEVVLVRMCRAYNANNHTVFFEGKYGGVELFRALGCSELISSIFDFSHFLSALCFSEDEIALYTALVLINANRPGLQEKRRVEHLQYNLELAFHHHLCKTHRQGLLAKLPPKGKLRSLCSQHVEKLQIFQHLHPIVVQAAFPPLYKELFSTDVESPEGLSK
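A Gal4/UAS one-hybrid system in insect cells: metallothionein-promoter Gal4–ROR gamma fusion plus Photinus luciferase reporter. Copper sulfate 700 uM final, 20 hr ambient incubation, luminescent detection after 10 min with reagent.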
* marks the source's active call; other numbers are inactive results; ? = inconclusive; · = not tested or not shown; [ ] = dose if it differs, or a comment. Unless noted, calls follow the shape of the dose curve; as a rule, active = well fitted curve in the direction sought with a large enough effect; inconclusive = small, poorly fitted or top-dose-only effect, or another doubt; inactive = no such curve, though single readings can be large; an effect the other way counts as inactive or inconclusive. Potency is read from the fitted curve at half-maximal effect. The list is partial; the hit share may differ from the screen's.

SMILES	ELG1 genotoxic	MBNL1 CUG block	NPC1 prom act	MLL CXXC-DNA inh	uPA surface inh	VP16 counter	p53 reactivator	FLuc counter	Rab9 prom act	BRCA1 expr act	RORgamma inh
Cc1ccc(CNC(=O)C2CCCN(c3nc4ccccc4o3)C2)cc1 (configuration not stated)	0%	12%	-1%	3%	15%	-11%	-4%	-21%	-1%	-2%	4%
CC(C)(C)OC(=O)CN1C(=O)S/C(=C\c2ccc(-c3cccc(C(=O)O)c3)o2)C1=O	?	14%	?	-12%	·	-14%	·	15µM*	3.2µM*	·	?
CCN(CC)C(=O)C1CCCN(Cc2ccccc2C(F)(F)F)C1 (configuration not stated)	-7%	-7%	-3%	17%	3%	5%	?	0%	-3%	5%	24%
CCCCC1CCC(C(=O)N(C)CC(=O)Nc2cccc(F)c2)CC1 (configuration not stated)	-8%	-4%	-3%	-5%	8%	-21%	11%	4%	-5%	-44%	0%
Cc1cc(C)n2nc(C(=O)Nc3cccnc3)nc2n1	6%	0%	5%	-3%	-9%	7%	8%	-2%	-2%	7%	31%
CCCC(=O)NC(C)c1nc2ccccc2n1CC (configuration not stated)	1%	-1%	3%	0%	15%	23%	5%	0%	-13%	3%	-22%
O=C1CN(CC(=O)Nc2ccc(Cl)cc2)CCN1	1%	2%	-4%	2%	-3%	1%	0%	1%	-3%	-6%	3%
CCC(=O)N1CCc2cc(S(=O)(=O)CCC(=O)N(C)c3ccc(OC)cc3OC)ccc21	0%	-5%	-2%	-1%	-1%	2%	-8%	0%	-4%	3%	-9%
COc1ccc(N2CCN(c3oc(COc4ccccc4Cl)nc3C#N)CC2)cc1	·	-6%	·	0%	4%	3%	·	0%	·	36%	30%
CN(Cc1cc([N+](=O)[O-])ccc1Cl)C(=O)C[n+]1ccccc1	-2%	23%	-1%	8%	-1%	0%	1%	-1%	-4%	21%	12%
COc1cc(OC)c(S(=O)(=O)Nc2ccccc2C(=O)O)cc1S(=O)(=O)Nc1ccccc1C(=O)O	2%	-16%	3%	-14%	15%	-1%	1%	-6%	1%	11%	22%
Cc1nc2c(N=Nc3ccccc3F)c(N)nn2c(N)c1C#N	-1%	-4%	?	-14%	-14%	-3%	-8%	?	?	-32%	-7%
CSc1ncccc1C(=O)OCc1ccc(COC(=O)c2cccnc2SC)cc1	6%	-1%	-2%	5%	·	-1%	-1%	5%	1%	·	-3%
Cc1nc2ccc(NC(=O)c3cc(S(=O)(=O)N4CCOCC4)ccc3C)cc2s1	-3%	-14%	-4%	-1%	-6%	-2%	-2%	-3%	0%	-36%	26%
CC(C)Cc1ccc(C(=O)NCCOc2ccccc2)o1	3.3µM*	-4%	0.32µM*	4%	4%	?	?	0.95µM*	0.79µM*	?	?
COc1ccc([C@H]2CC(=O)C=C(c3ccc(-c4ccccc4)c(F)c3)C2)cc1	8%	·	22%	·	-9%	·	-5%	-17%	27%	2%	·
Cn1c(SCc2ccc(C(C)(C)C)cc2)nnc1C1COc2ccccc2O1 (configuration not stated)	-5%	17%	-1%	-3%	0%	-14%	0%	-10%	-3%	-93%[inhibitor]	?
CCOC(=O)c1[nH]c2ccc(OC)cc2c1NC(=O)c1ccc(OC)c(OC)c1	1%	4%[11.5 µM]	-8%	0%	7%	-3%	-14%	-16%	-2%	-13%	24%
CC1CN(C(=O)C2(C)CC2(Cl)Cl)CC(C)O1 (configuration not stated)	1%	-9%[11.5 µM]	-4%	-1%	6%	-2%	-14%	1%	-1%	-8%	-6%
COc1ccc(CN(C)C(=O)c2cc(S(=O)(=O)NCc3ccccc3)ccc2C)c(OC)c1	-9%	·	-7%	·	-1%	·	-3%	5%	-2%	-23%	·
COC(=O)c1c(NC(=O)C2CC(C)=C(C)CC2C(=O)O)sc2c1CCCCC2 (configuration not stated)	7%	3%	1%	13%	-14%	-3%	11%	3%	4%	-12%	36%
O=C(O)c1cc(-c2ccco2)nn1-c1cccc(Cl)c1	-1%	-1%	-4%	-1%	1%	-3%	-1%	?	-1%	-8%	15%
CS(=O)(=O)c1ccccc1-c1nnc(NC(=O)CCS(=O)(=O)c2ccc(Cl)cc2)o1	3%	·	1%	·	?	·	25%	2%	0%	13%	·
Cc1ccc(OCCN2C(=O)S/C(=C\c3ccc(C)o3)C2=O)cc1	3%	-8%	-3%	?	7%	-7%	-10%	0%	0%	-4%	-25%
COc1ccc(OC)c(NC(=O)c2ccc(-n3cccn3)nc2)c1	4%	-8%	1%	7%	2%	-1%	-5%	-1%	-3%	-4%	-9%
O=S(=O)(NCCN1CCOCC1)c1ccc(-c2ccc(S(=O)(=O)NCCN3CCOCC3)cc2)cc1	-5%	-4%	1%	3%	-1%	-29%	-8%	4%	-6%	-4%	?
O=C(CSc1ccccc1)NCC1(N2CCOCC2)CCCCC1	-2%	·	-3%	·	7%	·	5%	6%	2%	-13%	·
O=C(O)Cn1nc(-c2ccccc2)cc1-c1ccccc1	2%	0%	-4%	-16%	-3%	22%	?	-8%	11%	-6%	5%
Cn1nc(C(F)(F)F)c2cc(C(=O)N3CCOCC3)sc21	-1%	0%	-2%	-8%	-4%	4%	2%	-1%	1%	-1%	-21%
COc1ccc(OC)c(C2CC(=O)Nc3cc(OC)c(OC)c(OC)c32)c1 (configuration not stated)	18µM*	-7%	0%	0%	-12%	?	-5%	7%	-5%	-47%	-6%
CCN1CCN(c2ccc(S(=O)(=O)N3CCOCC3)cc2NC(=O)c2ccc(C(F)(F)F)cc2)CC1	-3%	·	-2%	·	-1%	·	-2%	2%	-2%	1%	·
O=C(N1CCCC1)N1CCN(c2ncnc3c(-c4ccc(Cl)cc4)nsc23)CC1	?	-7%	22%	-1%	·	0%	15%	17µM*	11%	·	29%
C/C(CC(=O)Nc1ccc2c(c1)OCCO2)=N\NC(=O)COc1ccc(C)cc1	2%	2%	3%	2%	3%	12%	3%	-7%	2%	-3%	2%
O=c1cc(-c2ccc(O)cc2)oc2c1ccc1ccccc12	?	·	4%	·	-6%	·	?	-12%	11%	36%	·
N#CCSc1ccc2nc(-c3ccccc3)cn2n1	?	7%	2.8µM*	-1%	?	?	?	7.6µM*	2µM*	90%	?
COc1ccc(CNc2nc(-c3ccccc3)nn2C(=O)c2cccs2)cc1	-1%	-2%	13%	31%[activator]	·	3%	2%	-1%	27%	44%	-2%
CCN(CC)c1ccc(C(=O)Nn2c(C)nc3ccccc3c2=O)cc1	-1%	-8%	-2%	-3%	2%	-12%	-1%	-5%	-3%	-20%	-17%
CS(=O)(=O)c1ccc(-c2nnc(NC(=O)c3ccco3)o2)cc1	10%	·	0%	·	-3%	·	12%	12µM*	-4%	1%	·
Cc1ccc(-c2cc(C(=O)NCc3cn(C)nc3C)c3cc(Br)ccc3n2)cc1	-1%	·	-3%	0%	-3%	-2%	11%	1.9µM*	-1%	58%	24%
CCCCN1CCN=C1N(C)C	0%	·	1%	·	14%	·	9%	0%	0%	1%	·
Cc1ccc(N=C2NC(=O)/C(=C/c3cccnc3)S2)cc1C	0%	-2%	2%	-9%	7%	6%	-3%	-10%	-7%	-17%	9%
O=[N+]([O-])c1cccc(C(O)C23CN4CN(CN(C4)C2)C3)c1 (configuration not stated)	-5%	?	1%	-2%	1%	0%	-6%	-1%	-5%	-5%	30%
COC(=O)c1cn(C(=O)c2cc(Br)ccc2Cl)c2ccccc12	4%	-9%	-1%	-7%	15%	-7%	·	1%	2%	0%	11%
COc1ccccc1-n1cnc2sc(C)c(C)c2c1=O	4%	-6%	-6%	-6%	-4%	-17%	-8%	1%	-6%	-2%	-6%
CCc1ccc2[nH]c(=O)c(C(c3nnnn3CC3CCCO3)N3CCCc4ccccc43)cc2c1 (configuration not stated)	-4%	?	-9%	-3%	·	4%	-4%	-2%	-4%	-36%	-5%
S=c1[nH]nc(-c2ccncc2)n1/N=C/c1ccccc1Cl	2%	·	0%	3%	16%	2%	1%	1%	0%	-9%	-24%
O=C(c1cc2cc(Cl)ccc2[nH]1)N1CCN(C(=O)c2ccco2)CC1	2%	32%[activator]	12%	45%[activator]	2%	-8%	-3%	-17%	2%	-40%	20%
CC(C)n1ncc2c(C(=O)NCCc3ccc(F)cc3)cc(C3CC3)nc21	-11%	·	-6%	·	5%	·	-9%	-3%	-3%	-47%	·
